Source: PubChem BioAssay (National Center for Advancing Translational Sciences (NCATS))
VP16 counter: Gal4-VP16 reporter inhibition counter-screen; Potency, µM (titrated, usually from 53.6 µM), inactives show at the top dose activity, negative = inhibition, actives largely listed as inhibitors; Drosophila S2 Gal4-VP16 UAS-luciferase, luminescence, 20 h; actives 3.5% (n = 310,000);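 further: Gal4-VP16 expression switched on by copper sulfate through the metallothionein promoter; on the % scale 0 is the no-effect control and ±100 the full control effect; nearly all actives have a fitted effect of over 50% in size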
MBNL1 CUG block: inhibitors of human MBNL1 binding to CUG repeat RNA. Q9NR56. TR-FRET MBNL1-His/biotin-(CUG)12 binding, 665/545 ratio. Potency, µM (series often up to 57.5 µM), for the others: at the top dose activity change, negative = inhibition, actives largely listed as inhibitors. actives 0.036% (n = 280,000); active means well fitted inhibition curve with a large enough effect in the signal ratio, with a control signal flat, not every such curve was filed as active; inconclusive means small, poorly fitted or top-dose-only effect, or effect the other way, or a change in a side signal; inactive means no such curve, though single readings can be large or run the other way; the % refers to the signal ratio; further: on the % scale 0 is the no-effect control and ±100 the full control effect
Target sequence (Q9NR56 whole entry, looked up): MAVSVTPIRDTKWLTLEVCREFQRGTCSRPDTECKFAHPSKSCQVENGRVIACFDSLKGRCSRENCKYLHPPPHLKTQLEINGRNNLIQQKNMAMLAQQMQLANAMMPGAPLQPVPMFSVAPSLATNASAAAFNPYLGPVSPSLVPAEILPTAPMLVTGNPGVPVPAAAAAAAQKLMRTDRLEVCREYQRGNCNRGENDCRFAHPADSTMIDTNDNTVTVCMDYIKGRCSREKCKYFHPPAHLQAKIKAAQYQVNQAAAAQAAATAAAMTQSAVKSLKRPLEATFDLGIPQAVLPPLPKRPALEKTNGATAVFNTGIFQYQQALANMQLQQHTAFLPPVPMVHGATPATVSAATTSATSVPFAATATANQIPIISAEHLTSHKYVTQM
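Compounds (final 92 nM to 58 uM) are added to His-tagged MBNL1 and biotin-(CUG)12, then terbium anti-His antibody and streptavidin-XL665 (5 nM final). After 60 min at room temperature, the 665/545 nm ratio is read.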
RORg inh: blocks mouse ROR gamma transcriptional activity; Drosophila S2 Gal4-RORgamma UAS-luciferase reporter, 20 h; P51450; actives 5.4% (n = 310,000); Potency, µM (highest dose often 53.6 µM), for the others: at the highest dose activity change, negative = inhibition, actives largely listed as inhibitors; further: on the % scale 0 is the no-effect control and ±100 the full control effect; nearly all actives have a fitted effect of over 60% in size
Target sequence (P51450 whole entry, looked up, the tested form may be a part): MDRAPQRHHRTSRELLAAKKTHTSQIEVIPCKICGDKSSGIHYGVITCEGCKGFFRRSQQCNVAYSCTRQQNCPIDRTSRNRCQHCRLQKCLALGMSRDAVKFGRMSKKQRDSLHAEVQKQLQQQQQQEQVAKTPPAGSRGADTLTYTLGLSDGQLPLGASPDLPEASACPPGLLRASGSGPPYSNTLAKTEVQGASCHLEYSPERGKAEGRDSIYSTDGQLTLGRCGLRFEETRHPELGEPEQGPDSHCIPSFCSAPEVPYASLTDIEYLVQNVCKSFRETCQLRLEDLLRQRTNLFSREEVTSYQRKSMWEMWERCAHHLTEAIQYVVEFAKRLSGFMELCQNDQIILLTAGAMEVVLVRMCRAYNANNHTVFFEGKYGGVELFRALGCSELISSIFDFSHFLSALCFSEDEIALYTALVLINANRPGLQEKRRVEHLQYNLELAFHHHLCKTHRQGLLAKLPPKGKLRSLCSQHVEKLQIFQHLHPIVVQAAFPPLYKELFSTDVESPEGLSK
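Drosophila Schneider cells stably carrying a metallothionein-driven Gal4 DBD–ROR gamma fusion and a UAS-Photinus luciferase reporter were exposed to compound for 1 hr, then induced with copper sulfate (700 uM final) for 20 hr at ambient temperature before luminescence reading.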
uPA surface inh: blocks generation of uPA at the cell surface. cell surface uPA generation assay, qHTS. Potency, µM (doses to about 38.3 µM), without a hit: at the highest dose activity change, negative = inhibition, usual class: inhibitors. actives 0.31% (n = 330,000); active means well fitted inhibition curve with a large enough effect; inconclusive means small, poorly fitted or top-dose-only effect; inactive means no such curve, though single readings can be large or run the other way; tested in mouse RAW 264.7 cells; further: on the % scale 0 is the no-effect control and ±100 the full control effect; nearly all actives have a fitted effect of over 55% in size
p53 reactivator: mutant p53 re-activation in reporter cells. H1299 p53-A138V BP100-luciferase reporter, luminescence, 24 h. Potency, µM (top dose mostly 92.2 µM), inactives show top-dose activity change, positive = activation, actives largely listed as activators. actives 0.063% (n = 320,000). AID 504706; further: % of control where 0% means no effect; nearly all actives have a fitted effect of over 45% in size
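p53-null H1299 cells stably carrying temperature-sensitive p53-A138V and a BP100-luciferase reporter were pinned with compounds (4-point, 1:5 series) and held 24 hrs at 37 deg C. Luminescence was read 10 min after detection reagent.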
MLL CXXC-DNA inh: inhibitors of human MLL CXXC domain-DNA interaction. actives 0.037% (n = 290,000). Potency, µM (highest dose often 115 µM), inactives show at the top dose activity change, negative = inhibition, hits mostly inhibitors. Q03164. MLL-CXXC / FITC-HOXA9 DNA fluorescence polarization. AID 2662; active means well fitted inhibition curve with a large enough effect in the polarisation, with a control signal flat, not every such curve was filed as active; inconclusive means small, poorly fitted or top-dose-only effect, or effect the other way, or a change in a side signal; inactive means no such curve, though single readings can be large or run the other way; the % refers to the polarisation
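Fluorescence polarization: 7 uM MLL-CXXC (stock) preincubated 5 min with compounds, then 50 nM fluorescein-HOX-A9 DNA (stock) added; 30 min ambient. Buffer 50 mM Tris-HCl pH 7.5, 50 mM NaCl, 1 mM DTT, 0.05% BSA.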
ELG1 genotox: induces genotoxicity in HEK293T cells with luciferase-tagged ELG1; actives 1.3% (n = 330,000); Potency, µM (highest dose often 46 µM), without a hit: top-dose activity change, positive = activation, usual class: activators; HEK293T ELG1-luciferase reporter, luminescence, 16 h; further: % of control where 0% means no effect; nearly all actives have a fitted effect of over 60% in size
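Reporter readout depends on ELG1 protein level, which increases with genetic stress. After 16 hr compound exposure at 37 °C, luciferase activity was quantified using ONE-Glo.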
FLuc counter: inhibits or activates purified firefly luciferase, miR-21 counter-screen; P08659; purified FLuc, Km substrates, luminescence inhibition; Potency, µM (highest dose often 57.5 µM), for the others: at the top dose activity change, negative = inhibition, actives largely listed as inhibitors; actives 6.9% (n = 360,000); AID 588342;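 further: plate controls were vehicle for no effect and reference inhibitor for full effect; nearly all actives have a fitted effect of over 55% in size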
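Purified P. pyralis luciferase (10nM final) with 10uM D-luciferin and 10uM ATP (Km levels) in 50mM Tris acetate pH 7.5, 10mM Mg acetate, 0.01% Tween-20, 0.05% BSA; qHTS 6-point titration, ~60 µM downward; luminescence read.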
Rab9 prom act: activates the Rab9 promoter; Potency, µM (doses to about 9.22 µM), inactives show top-dose activation, negative = inhibition, hits mostly activators; Huh7 Rab9 promoter-luciferase reporter, luminescence, 24 h; AID 485297; actives 2.8% (n = 320,000); further: % of control where 0% means no effect; nearly all actives have a fitted effect of over 60% in size
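Promoter activation is measured as luciferase luminescence in Huh7 cells stably transfected with a Rab9 promoter–luciferase construct, following 24 h compound exposure at 37 °C and 10 min reagent incubation at ambient temperature.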
BRCA1 expr act: BRCA1 expression activation | MCF7-BRCA1-FFLuc reporter, luminescence, 48 h; response scale: scaled: vehicle 0%, 10 µM genistein 100% | Potency, µM (top dose mostly 46.1 µM), inactives show top-dose activation, most hits filed as activators | actives 1.1% (n = 380,000) | AID 624202; further: nearly all actives have a fitted effect of over 80% in size; some results filed as inactive show a strong effect at the top dose
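MCF7 cells carrying a BRCA1-firefly luciferase reporter (2000 cells/well, phenol-red free MEM) were attached for 2 h at 37 °C, then given compounds for 48 h. Luminescence was read 15 min after luciferase reagent; activity normalized to genistein (10 microM) and DMSO.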
NPC1 promoter act: NPC1 promoter activation | Huh7 NPC1 promoter luciferase reporter, 24 h | Potency, µM (top dose mostly 9.22 µM), inactives show at the highest dose activation, usual class: activators | actives 2.4% (n = 320,000) | AID 485313;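 further: % of control where 0% means no effect; nearly all actives have a fitted effect of over 60% in size; reporter is driven by a mutant NPC1 promoter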
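Huh7 cells stably carrying NPC1 promoter–luciferase, plated in Opti-MEM with 10% FBS for 2 h, were exposed to compound in DMSO for 24 h at 37 °C; luciferase reagent was added for 10 min and luminescence read.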
* hit, by the source's call; u = inconclusive; x = no result given; [ ] = dose if it differs, or a comment. Unless noted, the call rests on the fitted dose curve; in most records, active means well fitted curve in the direction sought with a large enough effect; inconclusive means small, poorly fitted or top-dose-only effect, or another doubt; inactive means no such curve, though single readings can be large; an effect the other way counts as inactive or inconclusive. Potency means the concentration at half of the fitted maximal effect.

(1) Cc1ccc(OCC(=O)N[C@@H](C)c2nnc3ccccn23)cc1C
(2) COc1c(C(=O)Nc2c(C)n(C)n(-c3ccccc3)c2=O)ccc2ccccc12
(3) CCOc1ccc(NC(=S)NC(=O)c2cccnc2)c([N+](=O)[O-])c1
(4) COc1ccc(C(=O)NCCc2cn3ccccc3n2)cc1
(5) COc1cccc(NC(=O)CN(C)C(=O)Cc2n[nH]c(=O)c3ccccc23)c1
Assay by compound	1	2	3	4	5
VP16 counter	4%	x	18µM*	-1%	x
MBNL1 CUG block	1%	24%	u	-10%	x
RORg inh	-14%	-18%[0.365 µM]	20µM*	0%	x
uPA surface inh	-4%	2%	0%	0%	-4%
p53 reactivator	1%	-5%	7%	0%	-6%
MLL CXXC-DNA inh	0%	-3%	7%	0%	x
ELG1 genotox	8%	-3%	-8%	5%	0%
FLuc counter	1%	-6%	-7%	-17%	2%
Rab9 prom act	2%	-5%	2%	1%	-5%
BRCA1 expr act	-14%	-2%	-3%	11%	-4%
NPC1 promoter act	0%	-2%	7%	11%	0%

(6) NC1=NC(=O)/C(=C\c2cccnc2)S1
(7) O=C(CCCN1C(=O)[C@H]2CC=CC[C@H]2C1=O)NCc1nc(-c2ccc(Cl)cc2)no1
(8) COc1ccc(C(=O)CSc2nnc(C3CCCCC3)n2N)c(OC)c1
(9) COc1ccc(S(=O)(=O)N2CCC(C(=O)Nc3cc(Cl)ccc3N3CCOCC3)CC2)cc1OC
(10) COc1cc(C(=O)OCC(=O)Nc2cccc(S(=O)(=O)N3CCCC3)c2)ccc1OCC(C)C
Assay by compound	6	7	8	9	10
VP16 counter	-9%	-9%	-28%	x	x
MBNL1 CUG block	1%	-3%	-1%	x	x
RORg inh	u	3%	u	x	x
uPA surface inh	21%	-4%	-12%	2%	-1%
p53 reactivator	1%	-4%	-15%	-5%	2%
MLL CXXC-DNA inh	-2%	27%	0%	x	x
ELG1 genotox	-14%	-3%	3%	0%	6%
FLuc counter	2%	-1%	4%	7%	u
Rab9 prom act	8%	-5%	-15%	-6%	-1%
BRCA1 expr act	14%	8%	-43%	-10%	0%
NPC1 promoter act	4%	-2%	1%	-4%	-2%

(11) Cc1ccc(-c2cc(C(=O)N3CC(C)OC(C)C3)c3ccccc3n2)o1 (stereo not given)
(12) O=C(CN1CCN(S(=O)(=O)c2cccc(F)c2)CC1)NCC1(N2CCOCC2)CCCCC1
(13) CC(C)(C)c1n[nH]c(=S)n(N)c1=O
(14) COC(=O)CCCCCCCCC(O)CN1CCCCC1 (stereo not given)
(15) Cc1cc(C)cc(NC(=O)CSc2nnc(-c3ccccc3C)o2)c1
Assay by compound	11	12	13	14	15
VP16 counter	x	x	-4%	4%	u
MBNL1 CUG block	x	x	-3%	1%	-5%
RORg inh	x	x	-31%	17%	-30%
uPA surface inh	-5%	2%	2%	4%	x
p53 reactivator	24%	6%	-1%	-8%	u
MLL CXXC-DNA inh	x	x	9%	10%	-1%
ELG1 genotox	9%	-2%	1%	1%	13%
FLuc counter	11µM*	-1%	1%	-3%	x
Rab9 prom act	-1%	-2%	-6%	-3%	u
BRCA1 expr act	24%	-11%	3%	0%	u
NPC1 promoter act	-1%	1%	-1%	0%	u

3 compounds out of the list above, arranged by the number in MBNL1 CUG block, low to high:
item	structure	MBNL1 CUG block
4	COc1ccc(C(=O)NCCc2cn3ccccc3n2)cc1	-10%
7	O=C(CCCN1C(=O)[C@H]2CC=CC[C@H]2C1=O)NCc1nc(-c2ccc(Cl)cc2)no1	-3%
2	COc1c(C(=O)Nc2c(C)n(C)n(-c3ccccc3)c2=O)ccc2ccccc12	24%

Other records follow:
(16) O=C(c1ccco1)N1CCN(C(=O)c2cn(-c3ccccc3)nc2-c2ccccc2)CC1
(17) Cc1nnc(SCC(=O)NC(=O)Nc2ccc3c(c2)OCCO3)n1N
(18) Cc1cc(C(=O)N2CCN(S(=O)(=O)c3ccccc3)CC2)c(C)o1
(19) COc1ccc(NS(=O)(=O)c2cn(C)cn2)cc1Cl
(20) OC(CN1CCCC(C(F)(F)F)C1)c1ccccc1 (stereo not given)
Assay by compound	16	17	18	19	20
VP16 counter	x	-15%	1%	2%	-2%
MBNL1 CUG block	x	x	-3%	-7%	-6%
RORg inh	x	-6%	1%	-41%	4%
uPA surface inh	u	-14%	-5%	-14%	-2%
p53 reactivator	9%	17%	5%	-2%	-1%
MLL CXXC-DNA inh	x	2%	1%	-5%	19%
ELG1 genotox	6%	3%	-3%	-2%[9.26 µM]	7%
FLuc counter	6µM*	17µM*	3%	-3%	0%
Rab9 prom act	3%	1.8µM*	4%	0%	2%
BRCA1 expr act	53%	10µM*	-7%	14%	u
NPC1 promoter act	14%	u	3%	-3%	2%

(21) Cc1ccc(-n2c(SCc3cn4ccsc4n3)nc3ccccc3c2=O)cc1
(22) CC(C)=CCCC(C)CN1CCC(N2CCC(C(=O)N3CCCC3)CC2)CC1 (stereo not given)
(23) Cc1ccc(NS(=O)(=O)c2ccc(/C=C/C(=O)O)cc2)cc1Cl
(24) COc1cccc(CNc2ccc3[nH]c(=O)[nH]c3c2)c1OCc1ccccc1Cl
(25) CCc1cc2cc(C)ccc2nc1SCC(=O)NC1CCCC1
Assay by compound	21	22	23	24	25
VP16 counter	8%	-17%	-8%	-14%	0%
MBNL1 CUG block	3%	-14%	0%	7%	17%
RORg inh	-38%	u	17%	8%	0%
uPA surface inh	-1%	-30%	1%	u	-5%
p53 reactivator	-16%	-1%	-2%	-77%[inhibitor]	5%
MLL CXXC-DNA inh	16%	-7%	1%	9%	26%
ELG1 genotox	-7%	-6%	2%	-7%	-10%
FLuc counter	-3%	1%	u	-6%	-3%
Rab9 prom act	4%	-9%	-3%	5%	4%
BRCA1 expr act	-44%	-40%	0%	-32%	-78%
NPC1 promoter act	-2%	1%	2%	-4%	-8%

(26) CCCn1c(C)cc(C(=O)COc2ccc(-c3nnco3)cc2)c1C
(27) CC(C)=CC1C(C(=O)NCCOc2ccccc2)C1(C)C (stereo not given)
(28) O=C(c1ccc(-n2cncn2)c([N+](=O)[O-])c1)N1CCN(S(=O)(=O)c2ccc(F)c(F)c2)CC1
(29) COC(=O)CCN1CCN(S(=O)(=O)c2ccccc2Br)CC1
(30) C=CCNC(=O)N1CCc2[nH]c3ccc(F)cc3c2C1
Assay by compound	26	27	28	29	30
VP16 counter	u	2%	x	-4%	4%
MBNL1 CUG block	10%	3%	x	2%	1%
RORg inh	5%	19%	x	-26%	-3%
uPA surface inh	0%	2%	-3%	-1%	-12%
p53 reactivator	0%	x	21%	-1%	-4%
MLL CXXC-DNA inh	-9%	-6%	x	11%	23%
ELG1 genotox	1%	-4%	0%	0%	4%
FLuc counter	u	2%	6%	-2%	-1%
Rab9 prom act	u	1%	0%	1%	12%
BRCA1 expr act	56%	-52%	-34%	2%	2%
NPC1 promoter act	29%	1%	-2%	2%	-1%

(31) COC(=O)C1=C(C)n2nnnc2NC1c1cc2ccccc2o1 (stereo not given)
(32) CCNc1nc(Oc2ccc(C(=O)OC)cc2)nc(N2CCOCC2)n1
(33) CCNC(=S)N1C2CCC1CC(NC(=O)NC1CCCCC1)C2 (stereo not given)
(34) C/C(=N\O)C(=O)NCCN1CCCCC1
(35) C=CCSc1nnc(NC(=O)C2CSC3(C)CCC(=O)N23)s1 (stereo not given)
(36) Cc1ccc(OCCC(=O)OCC(=O)Nc2c(C)nn(-c3ccccc3)c2C)cc1
(37) CC(=O)Nc1ccc2c3c(cccc13)C(=O)N(c1ccccc1)C2=O
Assay by compound	31	32	33	34	35	36	37
VP16 counter	3%	-5%	-1%[0.365 µM]	5%	x	x	-6%
MBNL1 CUG block	17%	1%	-12%	3%	x	x	u
RORg inh	0%	5%	-23%	-10%	x	x	23%
uPA surface inh	x	3%	7%	2%	-7%	-1%	0%
p53 reactivator	-4%	-2%	13%	-2%	2%	-1%	0%
MLL CXXC-DNA inh	-1%	13%	-5%	1%	x	x	4%
ELG1 genotox	10%	0%	1%	-3%	-4%	0%	3%
FLuc counter	2%	-2%	-1%	3%	0%	3%	1%
Rab9 prom act	-5%	0%	-5%	1%	0%	9%	0%
BRCA1 expr act	-6%	-1%	17%	2%	0%	-21%	0%
NPC1 promoter act	-3%	-2%	2%	u	3%	5%	-3%

An excerpt; rates above refer to the full screens.
